SRC3 inh: inhibits human SRC3 coactivator; HEK293 GAL4-SRC3 luciferase reporter, luminescence; inhibition, % at 3.6 µM; actives 0.17% (n = 360,000); AID 588352;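 active means inhibition above a per-campaign cutoff, the mean of all compounds plus 3 SD, cut at about 60% in these data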;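 further: 0% = DMSO-treated cells and 100% = gossypol-treated cells at 36 µM; higher means less SRC3-driven luciferase light from the GAL4 reporter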
Shn3 3UTR inh: Schnurri-3 reporter inhibition in Clone20 osteoblasts; AID 588674; actives 0.52% (n = 360,000); inhibition, % at 12.5 µM; Clone20 osteoblast Shn3 3'UTR firefly luciferase, 24 h;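 active means mean inhibition of at least 75% with every replicate also reaching 75%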;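 further: 0% = median of neutral control wells and 100% = pilot-screen positive control compound; some compounds past the cut are filed as inactive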
CF NFkB inh: inhibitors of cystic fibrosis induced NF-kB. AID 588850. inhibition, % at 5 µM. actives 0.86% (n = 360,000). KKLEB NF-kB-GFP reporter, PAF-induced, GFP fluorescence overnight;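 active means at least 50% inhibition at 5 µM, scaled per plate between neutral and stimulator controls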;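 further: PAF is a Pseudomonas aeruginosa culture filtrate used as stimulus; plate controls were PAF-stimulated DMSO wells for no effect and unstimulated DMSO wells for full effect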
SRC1 inh: human NCOA1 inhibition; actives 0.12% (n = 360,000); inhibition, % at 3.6 µM; HEK293 GAL4-SRC1 luciferase reporter, luminescence;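 active means inhibition above the campaign mean plus 3 SD, with each screening campaign given its own cutoff, cut at about 60% in these data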;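 further: 0% = DMSO treated cells and 100% = gossypol at 36 µM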
TWEAK-Fn14 inh: blocks TWEAK-Fn14 interaction in a reporter cell assay. TWEAK-stimulated Fn14 reporter cells, luciferase luminescence, 8 h. inhibition, % at 10 µM. actives 2% (n = 360,000); in the data active means inhibition above about 50%
TROY NFkB inh: TROY signaling inhibition. Q293 LMP1-TROYcd NF-kB luciferase reporter, 4 h. inhibition, % at 10 µM. actives 0.98% (n = 360,000);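 active means compounds whose plate-normalised and pattern-corrected inhibition of the luciferase reporter signal at the single screening dose is 50% or more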
LMP1 NFkB inh: reduces LMP1-driven NF-kappaB luciferase signal | inhibition, % at 12.5 µM | LMP1-induced NF-kappaB luciferase reporter cells, luminescence | actives 0.69% (n = 350,000) | AID 504558; in the data active means inhibition above about 41%;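 further: 0% = neutral control wells and 100% = reference inhibitor control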
KKLEB tox: CF airway cell cytotoxicity counter-screen; KKLEB CF airway cells viability, ATPlite luminescence, overnight; stronger effect = lower value; cells stimulated with P. aeruginosa culture filtrate; activity change (cytotoxicity), % at 5 µM; actives 0.36% (n = 360,000); AID 602141;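 active means corrected activity change at or below -50% at 5 µM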
COUP-TFII inh: NR2F2 (human) inhibition, primary screen. P24468. HEK293T NGFI-A luciferase reporter, luminescence. inhibition, % at 8.6 µM. actives 0.7% (n = 370,000). AID 686940;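 active means inhibition above a per-plate cutoff, mean inhibition of test wells between control levels plus 3 SD, cut at about 38% in these data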;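 further: cells cotransfected with COUP-TFII expression vector driving the NGFI-A reporter; 0% = median of COUP-TF2 test wells and 100% = reporter-only cells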
Target sequence (P24468 whole entry, looked up): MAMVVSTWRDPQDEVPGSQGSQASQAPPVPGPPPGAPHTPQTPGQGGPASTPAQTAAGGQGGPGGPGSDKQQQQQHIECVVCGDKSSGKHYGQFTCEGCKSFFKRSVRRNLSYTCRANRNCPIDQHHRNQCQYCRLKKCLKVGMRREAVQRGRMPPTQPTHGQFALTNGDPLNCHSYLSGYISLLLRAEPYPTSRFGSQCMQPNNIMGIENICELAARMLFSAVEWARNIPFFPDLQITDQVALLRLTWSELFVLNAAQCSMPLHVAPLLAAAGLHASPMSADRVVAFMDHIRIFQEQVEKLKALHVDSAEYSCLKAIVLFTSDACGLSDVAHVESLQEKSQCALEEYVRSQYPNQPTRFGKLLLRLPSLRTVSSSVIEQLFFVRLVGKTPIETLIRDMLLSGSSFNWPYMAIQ
C8 TRAIL sens: caspase-8 TRAIL sensitization | AID 624354 | actives 1% (n = 360,000) | inhibition (viability loss, TRAIL sensitization), % at 10 µM | NB7+C8 cells + TRAIL, ATPlite viability luminescence;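 active means compounds causing at least 50% loss of cell viability in the single-dose screen, relative to plate controls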
NR5A2 inv ag: NR5A2 inverse agonism in reporter assay; O00482; HEK293T StAR-luciferase reporter, LRH-1 transfected, 24 h; inhibition, % at 3.6 µM; actives 0.13% (n = 360,000);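 active means inhibition above the mean inhibition of all tested compounds plus 3 SD, cut at about 73% in these data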;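 further: 0% = DMSO wells and 100% = reporter-only cells lacking LRH-1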
Target sequence (O00482 whole entry, looked up): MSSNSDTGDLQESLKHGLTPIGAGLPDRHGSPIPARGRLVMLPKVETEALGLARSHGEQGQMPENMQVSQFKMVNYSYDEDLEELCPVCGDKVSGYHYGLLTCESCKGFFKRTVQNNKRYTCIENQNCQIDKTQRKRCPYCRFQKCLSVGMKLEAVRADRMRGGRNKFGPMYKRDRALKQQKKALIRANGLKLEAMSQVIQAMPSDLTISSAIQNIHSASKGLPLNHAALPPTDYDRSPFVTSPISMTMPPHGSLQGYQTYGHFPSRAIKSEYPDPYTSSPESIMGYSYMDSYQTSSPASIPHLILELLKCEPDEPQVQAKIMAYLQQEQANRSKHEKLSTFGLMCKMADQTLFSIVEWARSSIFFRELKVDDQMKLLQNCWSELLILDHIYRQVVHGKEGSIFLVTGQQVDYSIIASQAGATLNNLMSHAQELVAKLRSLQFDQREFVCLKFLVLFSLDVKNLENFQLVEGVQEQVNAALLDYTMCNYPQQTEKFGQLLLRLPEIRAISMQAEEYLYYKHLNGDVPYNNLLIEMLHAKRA
* = called active by the depositor; / = no result given; & = joins results of further samples. Some of the compounds tested (hit frequency here may not be typical).

SMILES | SRC3 inh | Shn3 3UTR inh | CF NFkB inh | SRC1 inh | TWEAK-Fn14 inh | TROY NFkB inh | LMP1 NFkB inh | KKLEB tox | COUP-TFII inh | C8 TRAIL sens | NR5A2 inv ag
Cc1cc2c(C)c(C)c(=O)[nH]c2cc1N | 9 | -20 | -40 | -13 | 9 | 4 | -5 | 18 | -41 | -1 | -2
O=C(COc1cccnc1[N+](=O)[O-])NC1CCS(=O)(=O)C1 (stereo not drawn) | 7 | -20 | -11 | -2 | 14 | 16 | 3 | 5 | 12 | -11 | -4
CCOc1ccc(N2CC(C(=O)NCCN3C(=O)S/C(=C\c4ccc(OC)c(OC)c4)C3=O)CC2=O)cc1 (stereo not drawn) | 0 | 9 | -2 | -1 | 17 | -16 | 6 | 4 | -3 | -4 | -9
CCn1c(Cc2ccc(OC)cc2)nnc1SCC(=O)NC1CC1 | 7 | 0 | -5 | 1 | 20 | -11 | 4 | 12 | -12 | 0 | -13
Cc1c(C)c2ccc(OCC(=O)Nc3cccnc3)c(C)c2oc1=O | -78 | -24 | -13 | -83 | -10 | -24 | -2 | -2 | -16 | 27 | -76
Cc1ccc(OC(=O)c2ccncc2)c(C)c1 | -6 | -51 | -10 | -13 | 12 | 15 | 9 | 5 | -17 | -4 | -7
CCCCN(CC)S(=O)(=O)N1CCC(C(=O)NCCCN2CCOCC2)CC1 | 10 | -15 | 12 | 8 | 4 | -3 | 1 | 10 | 22 | -2 | -3
COc1ccc(-c2[nH]ncc2/C=N/NC(=O)c2ccc(Br)cc2)c(OC)c1 | 8 | -3 | 19 | 1 | -15 | -43 | 6 | -3 | -7 | -19 | -2
O=C(NNC1=NCCC1)c1cccc(S(=O)(=O)N2CCOCC2)c1 | 7 | -35 | 11 | 5 | 1 | 10 | -11 | 7 | -6 | -1 | 8
CCn1c(O)c(/C=C2\C=NN=C2c2ccc(C)cc2)sc1=S | 9 | -2 | -5 | -36 | -13 | 7 | 6 | 6 | -5 | 44 | 14
COC(=O)C(C(=O)OC)C1C=CCN(C(C)=O)C1 (stereo not drawn) | 0 | -13 | -6 | -20 | -4 | 13 | -9 | 5 | -16 | -5 | -8
COc1cc(OC)cc(C(=O)OC(C)C(=O)NC2CCCc3ccccc32)c1 (stereo not drawn) | 1 | -1 | 2 | -3 | -7 | 11 | -5 | -16 | 6 | 8 | -6
COc1cc(/C=N/NC(=O)c2ccncc2)ccc1O | -12&-40 | 1&4 | 8&22 | 2&10 | -20&-3 | -4&-6 | -3&-5 | -5&-16 | -3&-16 | -6&-6 | 7&-3
COCCCNC(=O)/C(C#N)=C/c1c(N2CCN(c3ccc(OC)cc3)CC2)nc2c(C)cccn2c1=O | -10 | 12 | 9 | 17 | 6 | 4 | 3 | 4 | -3 | -6 | 25
CCc1ccc(-c2nc(CS(=O)CC(=O)NCc3ccccc3)c(C)o2)cc1 (stereo not drawn) | -7 | 16 | -3 | 10 | 57* | 21 | 16 | 0 | 36 | -3 | 24
c1ccc(Nc2ccccn2)cc1 | -9 | -4 | 9 | -10 | -7 | -24 | -9 | 3 | -9 | -6 | 4
COC(=O)c1ccc(CSc2ccc3nnc(-c4ccc(F)cc4)n3n2)o1 | 10 | -7 | -18 | -12 | -34 | -7 | 1 | 0 | -3 | 2 | 0
Cc1ccc(C)c(NC(=O)COC(=O)c2ccc(S(=O)(=O)N3CCCC3)cc2)c1 | 6 | -5 | -14 | -10 | 0 | -12 | 2 | 0 | -2 | -16 | 2
Cc1ccccc1C(=O)N1CCC(C(=O)NCc2ccc(Cl)cc2)CC1 | 19 | 3 | 13 | 5 | 0 | -2 | 5 | -4 | 0 | 14 | 9
CC(=O)Nc1cc(-c2cccc(C(=O)NCCN(C)C)c2)cn2c(-c3ccc(S(C)(=O)=O)cc3)cnc12 | -12 | 4 | 0 | 1 | 3 | 4 | / | 1 | 2 | 3 | 3
O=C1OC(c2ccccc2)Cc2cc(C(=O)N3CCN(c4ccc(F)cc4)CC3)ccc21 (stereo not drawn) | 3 | 15 | -1 | 1 | 7 | 12 | 15 | 14 | 8 | 18 | -4
O=C(NC1CC1)C1CCN(C2CCN(C(=O)CC3=CCCCC3)CC2)CC1 | -10 | -8 | -13 | -7 | -2 | -2 | -5 | 1 | -13 | 2 | 8
CCS(=O)(=O)n1nc(-c2ccco2)nc1SC | -20 | -23 | -4 | -2 | 10 | 2 | 3 | -3 | 9 | -8 | 6
CC(NC(=O)c1cc(S(=O)(=O)N2CCOCC2)cn1C)c1ccccc1 (stereo not drawn) | 22 | -4 | 1 | -5 | -15 | 1 | 5 | 10 | -8 | 1 | 11
Cc1cccn2c(=O)c(C=O)c(Nc3ccccc3)nc12 | 10 | 2 | -42 | 4 | -18 | 4 | 9 | 1 | / | 17 | 10

Reprinted at random: 4 compounds from above, in no set order.
SMILES | SRC3 inh | Shn3 3UTR inh | CF NFkB inh | SRC1 inh | TWEAK-Fn14 inh | TROY NFkB inh | LMP1 NFkB inh | KKLEB tox | COUP-TFII inh | C8 TRAIL sens | NR5A2 inv ag
COC(=O)c1ccc(CSc2ccc3nnc(-c4ccc(F)cc4)n3n2)o1 | 10 | -7 | -18 | -12 | -34 | -7 | 1 | 0 | -3 | 2 | 0
O=C(NC1CC1)C1CCN(C2CCN(C(=O)CC3=CCCCC3)CC2)CC1 | -10 | -8 | -13 | -7 | -2 | -2 | -5 | 1 | -13 | 2 | 8
COCCCNC(=O)/C(C#N)=C/c1c(N2CCN(c3ccc(OC)cc3)CC2)nc2c(C)cccn2c1=O | -10 | 12 | 9 | 17 | 6 | 4 | 3 | 4 | -3 | -6 | 25
CCCCN(CC)S(=O)(=O)N1CCC(C(=O)NCCCN2CCOCC2)CC1 | 10 | -15 | 12 | 8 | 4 | -3 | 1 | 10 | 22 | -2 | -3

More results
SMILES | SRC3 inh | Shn3 3UTR inh | CF NFkB inh | SRC1 inh | TWEAK-Fn14 inh | TROY NFkB inh | LMP1 NFkB inh | KKLEB tox | COUP-TFII inh | C8 TRAIL sens | NR5A2 inv ag
O=C(CC1SC2=NCCN2C1=O)Nc1ccc(Br)cc1 (stereo not drawn) | 4 | -36 | 5 | -9 | 3 | 12 | 4 | 10 | 9 | 5 | -8
CCCOc1ccc(C(CC(=O)O)NC(=O)c2sc3ccccc3c2Cl)cc1 (stereo not drawn) | -2 | -10 | -7 | -41 | -2 | -12 | -6 | -4 | -15 | 0 | 13
O=c1cc(CN2CCOCC2)c2cc(Cl)c(O)cc2o1 | 0 | -19 | 12 | 12 | 7 | 6 | -1 | 6 | 24 | -1 | -16
COc1ccc(/C=N/NC(=O)c2c(C)nc3ccc(Cl)cn23)cc1OC | 17 | -9 | 21 | -2 | 1 | 3 | -21 | -14 | -3 | 21 | 21
CC(=O)OCC1CCCC2=C(C)C(=O)CCC21COC(C)=O (stereo not drawn) | 16 | -1 | -2 | -2 | -5 | 3 | -4 | -2 | 7 | 0 | 13
c1ccc(-n2nnnc2Oc2cccc3cccnc23)cc1 | -2 | 3 | 10 | 3 | 13 | -4 | 1 | -20 | -17 | -5 | 22
CC(=O)OC1CCC2(C)C3CCC4(C)C(C(C)=O)CCC4C3CC3OC32C1 (stereo not drawn) | 5 | 16 | -9 | 3 | -10 | 14 | 0 | 12 | 6 | 10 | -9
CC(C)OC(=O)c1c(-c2ccc(C(C)C)cc2)csc1NC(=O)C1CCCO1 (stereo not drawn) | 25 | 14 | 13 | 1 | 31 | 0 | -29 | -12 | 4 | 26 | -3
Cc1ccc(S(=O)(=O)NC(=O)N2CCCN(Cc3ccc(F)cc3)CC2)cc1 | 22 | 4 | -3 | 4 | -6 | 0 | -15 | -5 | -15 | -8 | -14
CCc1nc2ccc(C(=O)N3CCN(S(=O)(=O)CC)CC3)cn2c1N(C)CCC(C)C | 5 | 4 | 15 | 5 | 9 | -2 | / | -9 | -2 | 3 | -6
Cc1cc(N/N=C/c2c(O)ccc3ccccc23)nc(-c2ccccc2O)n1 | 10 | 63 | -11 | 8 | 40 | 12 | 5 | -19 | 24 | 16 | 0
Cc1[nH]n(C(N)=S)c(=O)c1N=Nc1ccc(S(=O)(=O)N2CCCC2)cc1 | 10 | 1 | 0 | -5 | -7 | -49 | -10 | 0 | 4 | 3 | 6
CN(C)C(CNC(=O)CNC(=O)c1ccc(Br)cc1)c1ccccc1 (stereo not drawn) | 21 | -13 | -8 | 15 | 2 | 1 | 1 | 1 | -24 | -3 | 13
CC(Oc1ccccc1)C(=O)N(CCC1=CCCCC1)c1c(N)n(Cc2ccccc2)c(=O)[nH]c1=O (stereo not drawn) | -8 | 13 | 7 | 6 | 5 | -17 | -2 | 2 | 19 | 8 | 11
COc1ccc(-n2c(O)c(C=NC3CC3)c(=O)[nH]c2=O)cc1 | -2 | -22 | -13 | -22 | -7 | -4 | 1 | -1 | -17 | -12 | 4
O=C(OCc1nc2ccccc2s1)c1cnccn1 | -60 | -73 | -4 | -74 | -1 | 31 | -10 | -3 | -15 | -1 | -65
COc1ccc(NC(=O)c2ccc[n+]([O-])c2)cc1 | 2 | -6 | 7 | 7 | 10 | 24 | 5 | -4 | 2 | -8 | 2
Cn1c(N)c(C(=O)COC(=O)c2cnc(Cl)c(Cl)c2)c(=O)n(C)c1=O | 11 | -8 | 22 | 6 | -9 | 15 | 3 | -6 | 0 | 6 | -26
O=C(CCn1nnc2ccccc21)Nc1nnc(COc2ccccc2F)s1 | 9 | 23 | 0 | -4 | -2 | -4 | 5 | -13 | 10 | 17 | -7
COc1ccc(C(NC(=O)C(C)C)c2c(O)ccc3ccccc23)cc1 (stereo not drawn) | 0 | 4 | 8 | -4 | 9 | 13 | 4 | -10 | -2 | -3 | 12
Cc1ccc(NC(=O)CN(C)C(=O)COC(=O)c2ccc(NC(=O)CC#N)cc2)cc1 | -19 | 19 | 0 | -9 | -6 | -7 | -4 | -5 | -4 | -10 | 1
CC1=C(C(=O)Nc2cccc(F)c2)C(c2ccsc2)C2=C(CC(C)(C)CC2=O)N1 (stereo not drawn) | 5 | -26 | 31 | 2 | -4 | 9 | -7 | -28 | 3 | 23 | 13
CCCC(C(=O)NCC1CCCO1)N(Cc1ccco1)C(=O)CNS(=O)(=O)c1ccccc1 (stereo not drawn) | -4 | -9 | / | -1 | / | / | -8 | / | -6 | / | -6
COc1ccc(C2C(CC(=O)O)=C(Nc3ccccc3)C(=O)N2c2ccccc2)cc1 (stereo not drawn) | -69 | -101 | 11 | -71 | -16 | -55 | -4 | 5 | -32 | 3 | -119
CCCOc1ccc(C(=O)NNC(=S)NC(=O)c2ccco2)cc1 | -4 | 35 | 14 | -28 | -56 | -12 | 29 | -7 | -6 | 37 | 22
CCC(C(=O)N1CCN(S(C)(=O)=O)CC1)c1ccccc1 (stereo not drawn) | 4 | 0 | 0 | -5 | 1 | 4 | 1 | 15 | 12 | -6 | 6
CCOC(=O)C1=C(COC(=O)COc2ccc(C(=O)CC)cc2)NC(=O)NC1C (stereo not drawn) | 8 | -6 | -8 | 9 | 0 | 5 | 2 | -12 | -22 | -14 | 8
CCOC(=O)N1CCN(CC(=O)N2CCC(C(N)=O)CC2)CC1 | -1 | -5 | 3 | -7 | 4 | 0 | 2 | 0 | 12 | 2 | -1
CC(C)Cn1c(=O)c2sccc2n2c(CCCC(=O)NC3CCN(Cc4ccccc4)CC3)nnc12 | -5 | 9 | -21 | -2 | 41 | 11 | 2 | 1 | -9 | -15 | 18
CC(=O)c1cccn1S(=O)(=O)c1ccccc1 | -10 | 4 | -3 | -17 | 2 | 15 | 1 | 2 | -9 | -4 | 6
